Compound activity deposited in PubChem BioAssay by National Center for Advancing Translational Sciences (NCATS).
Glioma ERSR ind = inducers of ER stress response in human glioma cells; U87-MG GRP78 promoter luciferase reporter, 16 h; Potency, µM, for inactives: top-dose activation, hits mostly activators; 420,000 tested, 0.02% active; AID 602332; note: potency is the fitted concentration of half-maximal effect; series mostly up to about 76 µM; % of control where 0% means no effect; nearly all actives have a fitted effect of over 35% in size
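Stably transfected U87-MG glioma cells carrying a GRP78-based luciferase sensor; 16 h compound incubation. Luminescence end-point read 10 min after Bright-Glo addition at room temperature.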
BLM inh = inhibitors of human Bloom syndrome helicase BLM | recombinant BLM DNA unwinding, fluorescence dequenching | Potency, µM (top dose mostly 56.1 µM), without a hit: top-dose activity change, negative = inhibition, usual class: inhibitors | 350,000 tested, 0.2% active | AID 2528;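 note: potency is the fitted concentration of half-maximal effect; plate controls were vehicle for no effect and no enzyme for full effect; nearly all actives have a fitted effect of over 35% in size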
Target sequence (P54132 whole entry, looked up): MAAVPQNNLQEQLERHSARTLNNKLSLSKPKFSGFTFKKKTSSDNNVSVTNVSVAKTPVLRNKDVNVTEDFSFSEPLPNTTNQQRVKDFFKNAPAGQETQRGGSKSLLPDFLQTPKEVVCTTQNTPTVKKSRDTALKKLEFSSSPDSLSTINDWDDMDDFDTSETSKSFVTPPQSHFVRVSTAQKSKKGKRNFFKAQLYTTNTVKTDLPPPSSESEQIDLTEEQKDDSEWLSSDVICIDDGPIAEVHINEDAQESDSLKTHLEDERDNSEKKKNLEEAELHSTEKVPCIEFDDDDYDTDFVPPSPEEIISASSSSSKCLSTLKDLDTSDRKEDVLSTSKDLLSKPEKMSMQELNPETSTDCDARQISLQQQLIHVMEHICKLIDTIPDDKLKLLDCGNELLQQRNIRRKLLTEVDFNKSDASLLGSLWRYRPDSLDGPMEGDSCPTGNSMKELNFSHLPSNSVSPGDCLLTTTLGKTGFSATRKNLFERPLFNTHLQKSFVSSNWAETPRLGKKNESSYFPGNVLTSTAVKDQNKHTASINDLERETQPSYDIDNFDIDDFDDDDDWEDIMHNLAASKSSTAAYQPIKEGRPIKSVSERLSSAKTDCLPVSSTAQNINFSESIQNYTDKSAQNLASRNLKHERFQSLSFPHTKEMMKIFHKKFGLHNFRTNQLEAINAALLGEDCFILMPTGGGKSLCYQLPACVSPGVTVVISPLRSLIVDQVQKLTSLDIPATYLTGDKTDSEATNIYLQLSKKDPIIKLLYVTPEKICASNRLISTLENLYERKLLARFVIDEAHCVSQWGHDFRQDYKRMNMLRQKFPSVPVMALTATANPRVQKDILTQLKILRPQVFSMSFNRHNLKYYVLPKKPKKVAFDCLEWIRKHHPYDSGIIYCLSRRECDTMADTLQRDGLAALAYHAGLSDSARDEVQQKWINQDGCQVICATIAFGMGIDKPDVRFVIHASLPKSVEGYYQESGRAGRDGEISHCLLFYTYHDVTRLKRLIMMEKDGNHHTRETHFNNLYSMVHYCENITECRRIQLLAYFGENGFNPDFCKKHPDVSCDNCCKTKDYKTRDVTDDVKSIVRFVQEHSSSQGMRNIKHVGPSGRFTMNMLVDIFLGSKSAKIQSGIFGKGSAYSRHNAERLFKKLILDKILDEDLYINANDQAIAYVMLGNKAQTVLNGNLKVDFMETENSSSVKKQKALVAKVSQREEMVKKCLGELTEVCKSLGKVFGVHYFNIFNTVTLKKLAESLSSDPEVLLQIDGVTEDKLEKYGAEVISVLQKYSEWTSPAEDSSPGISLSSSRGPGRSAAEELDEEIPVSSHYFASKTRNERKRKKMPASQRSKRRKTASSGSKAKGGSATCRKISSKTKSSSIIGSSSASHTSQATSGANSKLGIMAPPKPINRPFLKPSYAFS
LDHA block = blocks human lactate dehydrogenase A; purified LDHA, NADH/diaphorase-resazurin fluorescence; active compounds read low; activity change, % (values are at about 110 or 230 µM); 480,000 tested, 0.15% active; AID 1347041; in the data active = activity change below about -30%; inconclusive = mostly about -25% to -30%;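 note: plate controls were DMSO wells for no effect and wells without enzyme for full effect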
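Human LDH5 at 2 nM final in Tris HCl pH 7.4 with 0.06 mM NADH and 0.2 mM pyruvate, reacted 5 minutes at room temperature. Remaining NADH coupled via diaphorase/resazurin; resorufin fluorescence read at 0 and 20 minutes, normalized to enzyme-free and DMSO wells.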
Pol kappa inh = inhibitors of human DNA polymerase kappa. Q9UBT6. purified Pol kappa, fluorescent DNA synthesis assay, 10 min. Potency, µM (doses to about 107 µM), for the others: at the top dose activity, negative = inhibition, actives largely listed as inhibitors. 400,000 tested, 0.53% active. AID 588579; note: potency is the fitted concentration of half-maximal effect; % is set by controls: 0 for no effect and ±100 for the full control effect
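Readout: fluorescence, taken kinetically at 0 and 10 min. Conditions: 10 nM Pol kappa, 15 min RT compound preincubation, 50 nM substrate final. Controls: enzyme-free buffer wells.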
POLI inh = DNA polymerase iota (human) inhibition | AID 588590 | Pol iota fluorescent replication assay, 10 min | 390,000 tested, 1% active | Potency, µM (highest dose often 115 µM), for the others: top-dose activity, negative = inhibition, actives largely listed as inhibitors; note: potency is the fitted concentration of half-maximal effect
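Pol iota at 10 nM preincubated 15 min with compounds at room temperature; reaction started with fluorescent substrate, 50 nM final. Fluorescence read kinetically at 0 and 10 min; buffer-only wells as negative control.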
APEX1 inh = inhibitors of human APE1 endonuclease; P27695; recombinant APE1, TAMRA/BHQ-2 abasic DNA cleavage fluorescence; Potency, µM (doses to about 65.8 µM), for inactives: at the top dose activity change, negative = inhibition, usual class: inhibitors; 350,000 tested, 0.35% active; AID 2517;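 note: potency is the fitted concentration of half-maximal effect; plate controls were vehicle for no effect and reference inhibitor for full effect; nearly all actives have a fitted effect of over 55% in size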
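Enzyme (0.75 nM final) and test compound are incubated 15 min at room temperature before adding 50 nM quenched THF abasic-site duplex. Cleavage dequenches TAMRA, followed at 525/598 nm over three reads one minute apart.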
Pol beta inh = DNA polymerase beta (human) inhibition | Potency, µM (titrated, usually from 114 µM), without a hit: top-dose activity change, negative = inhibition, hits mostly inhibitors | 340,000 tested, 1.3% active | Pol beta primer extension/strand displacement, fluorescence kinetic | AID 485314; note: potency is the fitted concentration of half-maximal effect; % is set by controls: 0 for no effect and ±100 for the full control effect
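Pol beta (10 nM) was preincubated with compound for 15 min at room temperature. The reaction was then started with 50 nM substrate and read immediately and after a further 10 min at room temperature.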
Anesthetic bind = binds horse apoferritin like a general anesthetic. P02791. AID 485281. Potency, µM (series often up to 77.5 µM), inactives show at the top dose activity change, negative = displacement, actives largely listed as inhibitors. 350,000 tested, 0.074% active. apoferritin/1-aminoanthracene competitive binding, fluorescence; note: potency is the fitted concentration of half-maximal effect; % is set by controls: 0 for no effect and ±100 for the full control effect; nearly all actives have a fitted effect of over 20% in size
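Apoferritin-based anesthetic binding model; compound displacement of fluorescent 1-AMA measured as endpoint fluorescence after 10 minutes at room temperature, scaled to free-ligand and complex controls.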
Pol eta inh = DNA polymerase eta (human) inhibition | Q9Y253 | recombinant Pol eta, fluorescent DNA replication assay | Potency, µM (highest dose often 114 µM), for the others: at the top dose activity change, negative = inhibition, usual class: inhibitors | 390,000 tested, 1.2% active | AID 588591; note: potency is the fitted concentration of half-maximal effect; % is set by controls: 0 for no effect and ±100 for the full control effect
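Fluorescent replication assay: 50 nM final substrate added after a 15 min room-temperature compound preincubation with 10 nM enzyme. Signal taken at 0 min and again at 10 min.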
The depositor's hits bear a star; u = inconclusive; x = not tested or not shown; & = joins results of further samples; [ ] = another dose, or the depositor's remark. Unless noted, calls come from the whole dose curve; as a rule, active = well fitted curve in the direction sought with a large enough effect; inconclusive = small, poorly fitted or top-dose-only effect, or another doubt; inactive = no such curve, though single readings can be large; an effect the other way counts as inactive or inconclusive.

SMILES	Glioma ERSR ind	BLM inh	LDHA block	Pol kappa inh	POLI inh	APEX1 inh	Pol beta inh	Anesthetic bind	Pol eta inh
CCc1ccc(NC(=O)CC2C(=O)N(c3ccccc3)C(=O)N2C(C)C)cc1 (stereo unspecified)	2%	-3%	-2	2%	17%	x	5%	-8%	-3%
Cc1cc(/C=N/NC(N)=O)c(C)c(CO)c1	-4%	6%	-4	0%	9%	u	25%	-5%	-8%
CCOc1ccc(C(=O)Nc2ccc(CN3CCOCC3)cc2)cc1Br	1%	0%	-1	-10%	68%[activator]	5%	8%	-9%	-16%
Cc1ccc(C)c(CNC(=O)c2ccc3c(c2)nc2n3CCOC2)c1	-1%	2%	-2	0%[60.1 µM]	-3%	x	1%	-13%	-10%
COc1cc(S(=O)(=O)N2CCC(c3nc4ccccc4s3)CC2)ccc1S(=O)(=O)N1CC(C)CC(C)C1 (stereo unspecified)	-4%	4%	-6	0%	1%	5%	0%	-3%	3%
O=C(NCC(O)c1ccccc1)c1ccc(Cl)c(S(=O)(=O)N2CCCC2)c1 (stereo unspecified)	2%	x	-3	-14%	12%	-6%	x	x	-3%
COc1cccc(C(=O)Nc2c(C)nn(-c3ccccc3)c2C)c1	-1%	-3%	-2	3%	55%[activator]	4%	19%	-9%	-15%
Cn1c(C(=O)N2CCN(c3ncccn3)CC2)cc2c(=O)n(C)c3ccccc3c21	-2%	0%	-1	0%	46%[activator]	13%	27%	-2%	-19%
N#Cc1nc(-c2ccc(Cl)cc2)oc1NCc1ccco1	-3%	-3%	-1	-7%	2%	-2%	-9%	-4%	-6%
O=C1c2ccccc2S(=O)(=O)c2cc(N3CCC4(CC3)OCCO4)ccc21	1%	x	-1	-6%	-2%	x	x	x	-1%
Cc1ccc(CSc2nc3cccnc3n2Cc2ccc(C(=O)NC3CC3)cc2)cc1	0%	1%	-7	-5%	8%	x	1%	-10%	4%
Cc1ncc(C[n+]2ccc(C)c(C)c2)c(N)n1	-3%	x	-6	-18%	u	19%	x	x	u
Oc1ccc(C=NNc2nc3ccccc3s2)c(O)c1	-2%	x	-7	-5%	22%	x	x	x	-26%
CCOC(=O)C(C)Oc1cccc2c(=O)n(CC(=O)NCc3ccccc3)ccc12 (stereo unspecified)	-6%	-2%	-14	-10%	32%[activator]	4%	-26%	-1%	10%
CC(C)CC(N=Cc1c(O)c2ccccc2oc1=O)C(=O)O (stereo unspecified)	-4%	0%	-4	-2%	15%	3%	4%	-5%	-16%
COc1ccc(-c2nnc(SCC(=O)N3CCOCC3)n2C)cc1OC	-6%	3%	-6	-5%	7%	2%	28%	10%	4%
CC(=O)c1ccc(N=Nc2ccc(N(C)C)cc2)cc1	-11%	2%	-1	-4%	-18%	3%	-1%	-6%	-4%
COc1cc(OC)c2nc(C)c3c(c2c1)N(c1ccc(O)cc1)CC3	-4%	100%[activator]	9	-2%	38%[activator]	3%	-9%	-15%	-17%
CC1=C(C(=O)OC(C)C)C(c2cccnc2)n2ncnc2N1 (stereo unspecified)	-2%	2%	-2	7%	-6%	u	28%	-6%	-8%
Cc1ccc(NC(=O)CSCC(=O)Nc2cc(S(=O)(=O)N3CCOCC3)ccc2OC(C)C)cc1	-5%	x	-1	-12%	3%	x	x	x	-3%
Cc1ccc(S(=O)(=O)Nc2ccc(Cl)cc2)cc1NC(=O)c1cc2c(s1)CCCC2	-8%	-5%	-2	-18%	3%	1%	19%	-16%	-24%
Nc1cc([N+](=O)[O-])ccc1N1C(=O)CCCC1=O	2%	-16%	-3	-20%	u	u	40µM*	-2%	9%
CCC(=O)Nc1cc(C(=O)OCC(=O)c2ccccc2Cl)ccc1C	-4%	-1%	0	-3%	16%	4%	-1%	-22%	-4%
CC(NC(=O)CNC(=O)C1CCCCC1)c1cccc(Cl)c1 (stereo unspecified)	-3%	0%	0	6%	86%[activator]	48%[activator]	-20%	0%	-21%
COc1cc(NC(=S)NC(=O)c2ccc(C(C)(C)C)cc2)ccc1NC(=O)c1cccs1	-4%	-7%	-9	-6%	1%	-1%	-2%	-11%	-14%
CC1CC(C)CN(CCOc2ccc(Br)cc2)C1 (stereo unspecified)	-3%	2%	-20	-12%	28%	-1%	2%	-9%	-16%
CC(NC(=O)C1CC1)C(c1cccs1)N1CCN(c2ccccc2)CC1 (stereo unspecified)	-4%	4%	-1	2%	6%	-1%	0%	3%	-7%
COc1ccc(OCCCC(=O)N(CCC2=CCCCC2)c2c(N)n(Cc3ccccc3)c(=O)[nH]c2=O)cc1	-2%	x	-2	3%	16%	31%	x	x	-21%
COc1ccc(/C=C2\SC(=O)N(CCC(=O)N3CCN(C)CC3)C2=O)cc1	-2%	0%	-1	8%	29%	23%	1%	-19%	-10%
COC(=O)C1=C(NC(=O)CCCCl)CCS1	-5%	-1%	2	2%	8%	17%	36%	-8%	-13%
O=C(NC(Cc1ccccc1)C(=O)N1CCc2ccccc2C1)c1ccccc1 (stereo unspecified)	0%	-9%	-4	1%	24%	-4%	7%	2%	-28%
COc1cc(OC)cc(-c2nnc(SCc3ccc(C(=O)O)cc3)o2)c1	-1%	-1%	-5	-19%	79%[activator]	-7%	-8%	-6%	-3%
COc1ccc(N2CCN(c3ncnc4c3cnn4-c3ccc(C)c(Cl)c3)CC2)cc1	-2%	-3%	-4	-3%[60.1 µM]	16%	x	24%	-2%	2%
CCN(CC)CCN(Cc1cc2cc3c(cc2[nH]c1=O)OCO3)C(=S)NC	0%	51%[activator]	-5	-3%	-1%	17%	16%	0%	-11%
CN(C)/C=C/C(=O)c1cccc(Cl)c1	-4%	-26%	-3	-16%	9%	-3%	20%	-16%	4%
COc1ccccc1NC(=O)C/C(C)=N/NC(=O)c1ccccn1	1%	1%	-3	8%	-8%	19%	-13%	8%	-7%
COc1cccc([C@@H]2Oc3ccc(OC)cc3C(=O)[C@H]2OC(=O)NCc2ccc3c(c2)OCO3)c1	x	-1%&-13%	x	x	x	-1%&3%	-21%	-17%	x
CCOC(=O)c1cc(-c2ccc(OC)cc2)n(CCC(=O)Nc2cccc(C(C)=O)c2)c1C	-5%	1%	-8	-14%[60.1 µM]	-7%	x	-7%	-5%	-3%
COc1ccccc1Cn1c(=S)[nH]c2cc(C(=O)NCc3cccnc3)ccc2c1=O	4%	-5%	-9	-5%	36%[activator]	8%	6%	-22%	-7%
O=C(N/N=C\C=C\c1ccc2c(c1)OCO2)c1cccnc1	0%	-2%	4	-18%	9%	-1%	-21%	3%	-7%

One compound at a time, as listed above. Order of values: Glioma ERSR ind, BLM inh, LDHA block, Pol kappa inh, POLI inh, APEX1 inh, Pol beta inh, Anesthetic bind, Pol eta inh
Shown for `O=C(N/N=C\C=C\c1ccc2c(c1)OCO2)c1cccnc1` = 0%, -2%, 4, -18%, 9%, -1%, -21%, 3%, -7%
Shown for `COc1cc(OC)cc(-c2nnc(SCc3ccc(C(=O)O)cc3)o2)c1` = -1%, -1%, -5, -19%, 79%[activator], -7%, -8%, -6%, -3%
Shown for `COc1cccc([C@@H]2Oc3ccc(OC)cc3C(=O)[C@H]2OC(=O)NCc2ccc3c(c2)OCO3)c1` = x, -1%&-13%, x, x, x, -1%&3%, -21%, -17%, x
Shown for `COc1ccccc1Cn1c(=S)[nH]c2cc(C(=O)NCc3cccnc3)ccc2c1=O` = 4%, -5%, -9, -5%, 36%[activator], 8%, 6%, -22%, -7%

Later entries
SMILES	Glioma ERSR ind	BLM inh	LDHA block	Pol kappa inh	POLI inh	APEX1 inh	Pol beta inh	Anesthetic bind	Pol eta inh
c1ccc(CSc2nnc(-c3ccco3)n2Cc2ccccc2)cc1	5%	-3%	4	-3%	-17%	-5%	5%	-15%	-10%
O=C(c1ccccc1-c1ccccc1)N1CCOCC1	-1%	-1%	-4	-9%	-2%	1%	20%	6%	-8%
COc1ccc(C(=O)NC(=O)COC(=O)c2ccc3ncsc3c2)cc1	x	-1%	x	x	x	2%	15%	6%	x
COc1cc(/C=N/NC(=S)NCCN2CCOCC2)ccc1O	1%	-14%	-3	-14%	13%	-2%	27%	5%	-25%
CCCCC(=Nc1ccccc1OC)C1=C(O)CC(c2ccccc2)CC1=O (stereo unspecified)	-3%	-1%	1	-12%	-15%	4%	0%	-9%	-21%
S=c1[nH]ncn1/N=C/c1ccc(Br)cc1	6%	-1%	-9	-23%	-2%	1%	22%	u	1%
O=C(c1ccc2nc(N3CCOCC3)sc2c1)N1CCC(Cc2ccccc2)CC1	0%	-13%	0	-8%	9%	-4%	-13%	-8%	-23%
COC(=O)c1ccccc1NC(=O)C1CCCN(C(=O)c2cnn(-c3ccc(F)cc3)c2-n2cccc2)C1 (stereo unspecified)	-2%	-4%	-12	-20%	64%[activator]	x	4%	-14%	-20%
CN(C(=O)c1cccc(NC(=O)Cc2ccc(NC(=O)C3CCCN(C(=O)c4ccccc4)C3)cc2)c1)C1CCC1 (stereo unspecified)	-2%	x	-6	5%	25%	x	x	x	-19%
Cc1ccccc1CSCC(=O)N/N=C/c1cccs1	u	-6%	0	-20%	-13%	-1%	-1%	u	-1%
COC(=O)c1scc(-c2ccc(C)cc2)c1S(=O)(=O)Nc1cc(Cl)c(OC)cc1OC	-1%	-7%	3	-23%	31%[activator]	x	-22%	-4%	-20%
CC(C)c1ccccc1NC(=O)COC(=O)c1cc([N+](=O)[O-])ccc1N1CCOCC1	-5%	x	0	6%	-16%	20%	x	x	-6%
Cc1nc(N2CCN(C)CC2)c2c(C)c(C(=O)Nc3ccc(F)cc3)sc2n1	-4%	-12%	-6	-16%	-4%	1%	23%	-14%	1%
N#Cc1ccccc1S(=O)(=O)N1CCN(S(=O)(=O)c2ccc(Br)c(C(=O)O)c2)CC1	-2%	-3%	1	3%	18%	-4%	6%	8%	-16%
CCOc1ccccc1NC(=O)CSc1nc2cc(OC)c(OC)cc2c2nc(-c3ccccc3)nn12	-2%	-1%	-14	2%	u	x	41%	-19%	-8%
CN(C)S(=O)(=O)n1cc(/C=C(\NC(=O)c2ccccc2F)C(=O)N2CCOCC2)c2ccccc21	1%	-3%	-4	-5%	18%	-12%	5%	-10%	2%

Not all compounds are listed; rates above refer to the full screens.
